# Screening data as filed in PubChem BioAssay.
# HepG2 viability = HepG2 cytotoxicity, counter-screen for TGF-b inhibitors | HepG2 CAGA-GFP viability, ATP luminescence, 18 h | Potency, µM (highest dose often 46.1 µM), inactives show at the highest dose activity change, negative = cytotoxicity, usual class: cytotoxic | hit rate 0.76% among 410,000 | AID 588856; further: potency means the concentration at half of the fitted maximal effect; some results filed as inactive show a strong effect at the top dose
#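 HepG2 CAGA-GFP cells (1000/well, DMEM with 1% FBS) received compound, then TGF-beta at 500 pg/mL final, and were incubated 18 hours at 37 degrees C. Viability was read by CellTiter-Glo luminescence. Media-only wells were set as complete cell-killing and DMSO as no toxicity.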
# IL-1B inflam inh = inhibitors of inflammasome signaling (IL-1 beta secretion). AID 743279. THP-1 LPS/ATP IL-1B secretion, AlphaLISA, 16 h; hits give low values. activity change, % at 57.5 µM. hit rate 4.7% among 360,000; in the data active means activity change below about -50%; inconclusive means mostly about -30% to -49%; further: on the % scale 0 is the no-effect control and ±100 the full control effect
#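 Secreted IL-1B measured by AlphaLISA bead assay after 16 h compound exposure of THP-1 cells; compounds (final up to 57.5 uM) added 1 h before LPS (250 ng/mL) and ATP (1.25 mM) stimulation; lower signal means less secretion.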
# Nrf2 activator = activators of Nrf2 (ARE) signaling; AID 624171; hit rate 0.31% among 410,000; Potency, µM (top dose mostly 46.1 µM), inactives show top-dose activation, hits mostly activators; AREc32 ARE-luciferase reporter (MCF7-derived line), luminescence, 24 h; further: potency means the concentration at half of the fitted maximal effect; % of control where 0% means no effect; nearly all actives have a fitted effect of over 65% in size
#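 Each well held 1000 AREc32 cells, which were incubated with compound for 24 hr at 37 deg C after overnight attachment, and ARE reporter activity was quantified by firefly luciferase luminescence.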
# TGFb SMAD3 inh = inhibitors of TGF-b signaling; HepG2 CAGA-GFP TGF-b/SMAD3 reporter, GFP fluorescence, 18 h; TGF-beta stimulated, 500 pg/mL final; Potency, µM (top dose mostly 46.1 µM), for inactives: top-dose activity, negative = inhibition, most hits filed as inhibitors; hit rate 1.2% among 410,000; further: potency means the concentration at half of the fitted maximal effect; on the % scale 0 is the no-effect control and ±100 the full control effect; nearly all actives have a fitted effect of over 65% in size
#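 Smad-responsive CAGA-GFP expression was quantified in HEPG2 cells exposed to compounds and 500 pg/mL final TGF-beta for 18 h at 37 degrees C; unstimulated wells defined full inhibition.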
# ATXN viability = cell viability loss in ATXN counter-screen. S2 cells (HEK-293 line with an ATXN2-luciferase reporter) viability, CellTiter-Fluor protease fluorescence, 24 h. Potency, µM (series often up to 56.7 µM), usual class: cytotoxic. hit rate 0.49% among 400,000. AID 651635; further: potency means the concentration at half of the fitted maximal effect; nearly all actives have a fitted effect of over 40% in size
# MCF10A rereplic = inducers of DNA re-replication in MCF 10A breast cells | MCF 10A DNA re-replication, Hoechst nuclear intensity, 48 h | Potency, µM (doses to about 46.1 µM), without a hit: at the highest dose activity, positive = re-replication, usual class: activators | hit rate 2.9% among 350,000 | AID 624296; further: potency means the concentration at half of the fitted maximal effect; % of control where 0% means no effect; nearly all actives have a fitted effect of over 50% in size
# A549 viability = A549 cytotoxicity, counter-screen for Nrf2 inhibitors | A549 ARE-Fluc cells, CellTiter-Fluor viability, 18-24 h | Potency, µM (series often up to 46 µM), for inactives: at the top dose activity change, negative = cytotoxicity, hits mostly inhibitors | hit rate 0.16% among 390,000 | AID 504648; further: potency means the concentration at half of the fitted maximal effect; on the % scale 0 is the no-effect control and ±100 the full control effect
#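 A549 ARE-Fluc cells in 5% FBS OPTI-MEM, 5000 cells/well, rested 2 h then exposed to compounds in concentration-response for 18-24 h at 37 °C. Viability by CellTiter-Fluor fluorescence (Ex 405/Em 525) after 30 min; luciferase luminescence (BugLite, 15 min, RT) read afterwards.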
# Nrf2 block = inhibitors of Nrf2 signaling | hit rate 2.1% among 360,000 | AID 504444 | Potency, µM (titrated, usually from 46 µM), inactives show top-dose activity change, negative = inhibition, usual class: inhibitors | A549 ARE-Fluc reporter, luciferase luminescence, 18-24 h; further: potency means the concentration at half of the fitted maximal effect; on the % scale 0 is the no-effect control and ±100 the full control effect; nearly all actives have a fitted effect of over 60% in size
#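 Quantitative HTS in A549 cells stably bearing an antioxidant response element-firefly luciferase construct. Inhibition of Nrf2-driven transcription was scored by luminescence after 18-24 h of compound exposure at 37 °C.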
# ATXN2 expr inh = ATXN2 expression inhibition. HEK-293 ATXN2-luciferase reporter, luminescence, 24 h. Potency, µM (titrated, usually from 57 µM), inactives show at the highest dose activity change, negative = inhibition, hits mostly inhibitors. hit rate 0.72% among 360,000. AID 1745845; further: potency means the concentration at half of the fitted maximal effect; on the % scale 0 is the no-effect control and ±100 the full control effect; nearly all actives have a fitted effect of over 55% in size
#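 qHTS (up to 57 uM final) was run with 24 h compound exposure of reporter cells at 37 °C. Each well was multiplexed: SteadyGlo luminescence measured ATXN2-luciferase expression after a fluorogenic Gly-Phe-AFC viability readout (25 uM final).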
# Active calls of the source: *; i = inactive; ? = inconclusive; nt = not tested or not shown; [ ] = another dose, or the depositor's remark. Unless noted, the call rests on the fitted dose curve; in most records, active means well fitted curve in the direction sought with a large enough effect; inconclusive means small, poorly fitted or top-dose-only effect, or another doubt; inactive means no such curve, though single readings can be large; an effect the other way counts as inactive or inconclusive. An unsorted share of the library; overall some 8.8% were active at least once.
# Below each compound – HepG2 viability	IL-1B inflam inh	Nrf2 activator	TGFb SMAD3 inh	ATXN viability	MCF10A rereplic	A549 viability	Nrf2 block	ATXN2 expr inh
- CC(=Nc1ccccc1)Nc1ccccc1
 : -3.6%	1.1	-0.2%	0.1%	i	4.6%	10.9%	9.3%	0.8%
- c1ccc(-c2nnc(Cn3c4ccccc4c4nc5ccccc5nc43)o2)cc1
 : 9.2%	-15.3	0.1%	5.0%	i	16.9%	-8.7%	-11.2%	1.1%
- CCCCn1c(N)c(N(CC)C(=O)CCNC(=O)NC23CC4CC(CC(C4)C2)C3)c(=O)[nH]c1=O
 : 6.3%	-11.9	-0.6%	21.4%	i	9.5%	-0.4%	1.2%	3.2%
- COc1cccc(NC(=O)CN(C)C(=O)C23CC4CC(CC(Cl)(C4)C2)C3)c1
 : -15.1%	?	-1.3%	-3.8%	i	27.8%	-14.8%	-21.4%	-12.4%
- COc1ccc(S(=O)(=O)NCc2ccc3c(c2)CCN3C(=O)c2ccccc2)cc1OC
 : -34.0%	nt	3.6%	-4.3%	nt	nt	-14.9%	nt	nt
- COc1ccccc1CNc1ncnc2c1cnn2-c1ccc(C)cc1
 : -20.2%	nt	8.8%	32.4%[activator]	?	nt	-5.2%	nt	5.1%
- CCOC(=O)C(NC(=O)c1ccc(OC)cc1)(N1CCCC1=O)C(F)(F)F (stereo not given)
 : 1.8%	0.0	-0.5%[9.22 µM]	-17.8%	?	-2.5%	-2.8%	1.9%	0.9%
- O=C(Cc1ccccc1)NNc1ccc2ccccc2c1
 : -35.9%	17.5	8.7%	?	?	15.7%	21.9%	14.3%	nt
- CSc1nnc(N2C(=O)C(O)=C(C(=O)c3ccc(C)o3)C2c2ccc(C)cc2)s1 (stereo not given)
 : -2.5%	21.4	4.3%	0.0%	i	?	-21.3%	?	nt
- O=C(OCc1nc2ccsc2c(=O)[nH]1)c1cc(Br)c(Br)s1
 : 0.3%	25.5	13.2%	22.0%	?	-19.4%	-6.0%	-2.9%	-7.0%
- Fc1ccc(CSc2ncnc3scc(-c4ccccc4)c23)cc1
 : -39.2%	6.4	4.1%	-20.5%	i	21.8%	?	6.4%	-17.2%
- Cc1csc(NC(=O)c2cncc(Br)c2)n1
 : -4.5%	-7.9	13.3%	?	i	2.4%	-6.9%	?	nt
- CCCCC(O)(CCCC)C(=O)N/N=C(\C)c1ccc(Cl)cc1
 : -5.0%	-53.9*	0.8%	-0.1%	i	3.9%	-12.6%	1.8%	-17.2%
- O=C(CCCC(=O)c1ccccc1)Nc1ccc(O)cc1
 : 4.5%	5.1	23.2%	-7.2%	i	-3.1%	0.4%	-31.5%	6.9%
- Cc1ccc(S(=O)(=O)N2CCN(C(=O)CCc3c[nH]c4ccccc34)CC2)cc1
 : 2.5%	-2.2	-1.0%	2.6%	i	0.6%	-3.9%	-18.0%	nt
- Cc1cc(C)n(CC(=O)n2c(C)c(C)c3ccccc32)n1
 : -53.4%	0.0	0.2%	?	i	0.4%	6.2%	nt	?
- O=C(c1cccc(C(=O)N(c2ccccn2)C2CCCCC2)c1)N(c1ccccn1)C1CCCCC1
 : -3.8%	-20.7	6.2%	2.9%	?	6.4%	-15.2%	16.4µM*	-35.7%
- CCN(C(=O)c1coc(=O)c2ccccc12)c1cc(OC)ccc1OC
 : -8.6%	36.3	0.0%	-21.2%	i	3.1%	-17.7%	-17.9%	-1.5%
- CCc1nn(CC(=O)NCCc2ccc(Cl)cc2)c(=O)c2cccn12
 : -2.9%	0.0	?	-5.3%	i	3.2%	6.9%	16.8%	5.7%
- COc1cc(/C=N/NC(=S)NCc2ccco2)cc(OC)c1OC
 : -23.2%	0.0	4.7%	7.0%	i	-1.9%	7.7%	-29.4%	9.9%
- COc1ccc(CNC(=O)CSc2nc3cccnc3s2)cc1
 : -0.8%	0.0	3.1%	-6.5%	i	0.8%	2.1%	?	nt
- COc1ccc(C)cc1NC(=O)CN1C(=O)COc2ccc(S(=O)(=O)N3CCCCC3)cc21
 : 0.4%	-7.9	-0.3%	9.9%	i	-1.5%	-8.5%	-7.4%	-6.7%
- CCOC(=O)c1c(N)sc(C(=O)N(C)C)c1CN1CCOCC1
 : -13.7%	17.1	0.2%	4.9%	i	-1.8%	12.4%	nt	-1.7%
- CCNC(=O)CC1SC(=Nc2ccccc2C)N(C)C1=O (stereo not given)
 : 3.2%	8.8	0.3%	-3.2%	i	835.8%[0.0737 µM]	2.2%	13.5%	3.1%
- CCc1cccc(C)c1NC(=O)CCS(=O)(=O)c1ccc2c(c1)oc(=O)n2C
 : -7.1%	nt	4.9%	-29.9%	i	nt	11.9%	6.3%	5.0%
- O=C(Nc1ccccc1)c1snc2c(=O)[nH]cnc12
 : -31.3%	20.8	1.6%	0.0%	i	-3.3%	0.9%	2.5%	13.9%
- COc1ccccc1CNC(=O)C(C)n1nc(C)n2c(cc3occc32)c1=O (stereo not given)
 : -0.9%	-10.6	-0.4%	-19.5%	i	-2.5%	-2.3%	-6.5%	2.6%
- COc1ccc(N(C(=O)c2csnn2)C(C(=O)NC2CCCC2)c2ccccc2)cc1 (stereo not given)
 : 8.2%	-9.9	-0.3%	-3.1%	i	-0.3%	-1.0%	8.6%	0.2%
- CCOC(=O)/C(=C/c1ccc(OC)cc1)NC(=O)c1ccco1
 : -8.1%	4.4	-0.2%	?	i	-1.7%	1.4%	10.3%	18.7%
- O=C(O)CSC1CC(=O)N(c2ccc(F)cc2)C1=O (stereo not given)
 : 6.6%	-3.4	0.1%	-14.1%	i	nt	nt	nt	nt

# New compounds follow:
# Below each compound – HepG2 viability	IL-1B inflam inh	Nrf2 activator	TGFb SMAD3 inh	ATXN viability	MCF10A rereplic	A549 viability	Nrf2 block	ATXN2 expr inh
- COc1ccc(N2CC(C(=O)Nc3nnc(SCc4ccccn4)s3)CC2=O)cc1 (stereo not given)
 : 2.4%	-8.3	0.6%	-14.7%	i	1.5%	0.5%	2.3%	5.5%
- COc1ccccc1N1CCN(C(=O)C(OC(C)=O)c2ccccc2)CC1 (stereo not given)
 : 0.9%	-9.1	1.6%	-0.3%	i	8.4%	6.0%	8.4%	0.2%
- COc1ccc2oc(C(=O)OCC(=O)N3CCCC3=O)c(C)c2c1
 : 8.2%	10.2	0.3%	-7.3%	i	2.0%	0.2%	26.8%	5.5%
- CCOC(=O)CSc1ccc(-c2nc3ccccc3[nH]2)cn1
 : -29.9%	-82.3*	0.2%	-26.1%	i	22.0%	2.9%	8.3%	1.7%
- CCN(CC)C(=O)Oc1ccc2c(=O)c(-c3ccc(OC)cc3)coc2c1
 : -32.1%	-60.4*	-0.3%	-0.1%	i	13µM*	-9.4%	?	3.4%
- Cn1c(SCC(=O)N2c3ccccc3Sc3ccccc32)nc2ccccc21
 : 11.7%	?	-0.3%	-8.5%	i	?	7.3%	?	-3.9%
- Cc1cccc(-c2noc(CCc3ccccc3)n2)c1
 : 0.4%	16.8	1.0%	11.1%	i	-2.9%	-4.0%	?	60.1%[activator]
- NC(=O)CC(NC(=O)c1cccc(Br)c1)c1ccc(NC2CCN(Cc3ccccc3)CC2)c([N+](=O)[O-])c1 (stereo not given)
 : -10.1%	?	0.7%	-27.4%	?	-18.4%	-12.3%	-1.5%	0.2%
- Cc1cc(-c2ccccc2C(=O)NCc2ccccc2)on1
 : -2.7%	3.7	0.4%	-4.6%	i	-12.2%	-0.5%	nt	3.4%
- COc1ccc(/C=C/C(=O)N(CC(C)C)CC(C)C)cc1Br
 : -4.2%	?	3.7%	-3.5%	i	?	?	?	-10.9%
- C=CCN(CC(=O)O)S(=O)(=O)c1ccccc1C(F)(F)F
 : -3.5%	1.6	0.2%	5.0%	i	-1.4%	5.0%	0.3%	-9.2%
- Cc1ccc2[nH]c(=O)c(CN(Cc3cccs3)Cc3nnnn3CC3CCCO3)cc2c1 (stereo not given)
 : -24.2%	?	5.2%	0.5%	i	?	-17.2%	?	-8.3%
- C[C@@H]1CCCCO[C@@H](CN(C)Cc2ccc(C(F)(F)F)cc2)[C@@H](C)CN([C@H](C)CO)C(=O)c2cc(N(C)C)ccc2O1
 : -24.5%	-53.0*	0.2%	?	22.4µM*	nt	nt	nt	?
- COc1ccc2c(c1)[C@H]1[C@H](CO2)[C@H](c2ccccc2)[C@]2(C)C(=O)N(Cc3ccc(C)cc3)CC(=O)N12
 : -18.2%	-55.6*	-0.2%	-7.5%	?	6.3%	-4.9%	-29.3%	-15.6%
- CCN(CC)S(=O)(=O)c1cccc(C(=O)Nc2ccc(Cl)cn2)c1
 : -31.1%	18.1	2.4%	-2.2%	i	21.2%	?	?	-0.6%
- O=C(NCCN1CCOCC1)C(=O)NCC1OCCN1S(=O)(=O)c1ccc(Br)cc1 (stereo not given)
 : -6.4%	8.6	0.2%	4.2%	i	4.8%	-1.3%	-4.4%	-12.4%
- CC1=NN(C(=O)c2cccnc2)C(O)(C(F)(F)F)C1 (stereo not given)
 : -25.3%	11.2	0.1%	-20.4%	i	11.5%	0.6%	-11.4%	-34.5%
- CCn1cc(C(=O)OCC(=O)Nc2cc(Cl)ccc2OC)c(=O)c2ccc(C)nc21
 : -1.9%	nt	-0.5%	7.3%	i	nt	-4.0%	10.3%	7.4%
- Cc1nnc(SCCn2c(N3CCC(C)CC3)nc3c2c(=O)n(C)c(=O)n3C)s1
 : -4.3%	19.8	1.8%	-0.5%	i	14.2%	-0.7%	nt	12.6%
- Cc1cc(=O)oc2cc(NC(=O)C3COc4ccccc4O3)ccc12 (stereo not given)
 : -63.0%	12.0	?	-25.6%	?	?	-10.6%	-22.4%	-32.1%
- CCCC(=O)NCc1cc(-c2nn(C)c(=O)c3ccccc23)ccc1OC
 : -0.3%	29.8	3.5%	3.3%	i	-4.9%	-5.7%	?	-11.9%[11.3 µM]
